Tb PYK inh: qHTS of Trypanosoma Brucei Inhibitors; pyruvate kinase (Trypanosoma brucei), Q57TT1; Potency, µM (titrated, usually from 76.8 µM), without a hit: at the top dose activity, negative = inhibition, usual class: inhibitors; AID 624173, 2012; TbPYK enzyme, Kinase-Glo Plus ATP luminescence, 45 min; 0.12% of 410,000 active; note: potency is the fitted concentration of half-maximal effect; nearly all actives have a fitted effect of over 50% in size
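Screened from lowest to highest concentration, compounds were pinned into TbPYK/substrate mixtures, and ADP (130 uM final) was added. Plates sat at room temperature for 45 min prior to Kinase-Glo Plus detection by luminescence.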
AMA1 RON2 block: qHTS for Inhibitors of AMA1-RON; Towards Development of Antimalarial Drug Lead: Primary Screen; 0.2% of 360,000 active; AlphaScreen AMA1-biotinylated RON2 peptide binding; Potency, µM (titrated, usually from 58.2 µM), inactives show top-dose activity change, negative = inhibition, usual class: inhibitors; Plasmodium falciparum AMA1 (3D7) - RON2 peptide interaction; AID 720542, 2013;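 note: potency is the fitted concentration of half-maximal effect; 0% = vehicle wells and -100% = peptide control; nearly all actives have a fitted effect of over 45% in size; some results filed as inactive show a strong effect at the top dose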
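AMA1 (3D7) with his tag at 25 nM final met compounds first, then biotinylated RON2 peptide at 25 nM; detection used donor plus acceptor beads, 10 µg/mL apiece, read by AlphaScreen after 30 min at room temperature.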
AmpC no deterg: qHTS Inhibitors of AmpC Beta-Lactamase (assay without detergent). 0.52% of 330,000 active. P00811. AmpC nitrocefin hydrolysis, absorbance 480 nm, 0.0001% Triton. Potency, µM (highest dose often 57.1 µM), for the others: top-dose activity change, negative = inhibition, usual class: inhibitors;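 note: potency is the fitted concentration of half-maximal effect; plate controls were no compound for no effect and no enzyme for full effect; nearly all actives have a fitted effect of over 20% in size; some results filed as inactive show a strong effect at the top dose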
Target sequence (P00811 whole entry, looked up): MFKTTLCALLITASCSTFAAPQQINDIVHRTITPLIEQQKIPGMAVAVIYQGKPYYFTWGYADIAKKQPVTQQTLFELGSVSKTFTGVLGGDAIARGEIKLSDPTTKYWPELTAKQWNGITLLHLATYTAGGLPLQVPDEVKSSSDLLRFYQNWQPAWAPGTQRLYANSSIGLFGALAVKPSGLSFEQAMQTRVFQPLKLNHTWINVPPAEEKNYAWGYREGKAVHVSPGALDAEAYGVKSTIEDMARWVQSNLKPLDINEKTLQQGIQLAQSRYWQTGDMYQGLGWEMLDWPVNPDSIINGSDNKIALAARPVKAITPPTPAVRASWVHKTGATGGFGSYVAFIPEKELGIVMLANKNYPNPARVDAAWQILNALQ
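20 mM phosphate pH 7.0 + 0.01% (detergent screen) or 0.0001% Triton X-100; 5.3 nM AmpC reagent; cpd preinc 15 min RT; nitrocefin (800 uM stock) to start; A480 q20 s × 4 min; Activity was normalised to no-enzyme and no-compound control wells.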
HCMV antiviral: qHTS Assay for inhibitors of the human cytomegalovirus (HCMV) | 4.5% of 410,000 active | activity change, negative = inhibition, % at 57.5 µM | HFF cells, HCMV-luciferase reporter, 72 h; active compounds read low; in the data active = activity change below about -60%; inconclusive = no clear call, values can overlap the other calls; inactive = above about -39%
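Steps: HFFs plated, 16 h 37C; compounds added; HCMV-luciferase added to MOI 1 PFU/cell; 72 h 37C; OneGlo reagent, 5 min room temperature; luminescence read, normalized to controls.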
AmpC inh detg: qHTS Inhibitors of AmpC Beta-Lactamase (assay with detergent). P00811. AmpC hydrolysis of nitrocefin, absorbance 480 nm, 0.01% Triton. Potency, µM (series often up to 114 µM), inactives show at the highest dose activity change, negative = inhibition, usual class: inhibitors. 0.041% of 370,000 active. AID 485294, 2010;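 note: potency is the fitted concentration of half-maximal effect; 0% = no-compound wells and -100% = no-enzyme wells; nearly all actives have a fitted effect of over 25% in size; some results filed as inactive show a strong effect at the top dose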
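20 mM phosphate pH 7.0 + 0.01% (detergent screen) or 0.0001% Triton X-100; 5.3 nM AmpC reagent; cpd preinc 15 min RT; nitrocefin (800 uM stock) to start; A480 q20 s × 4 min; Activity was normalised to no-enzyme and no-compound control wells.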
Sm TGR inh: qHTS Assay for the Inhibitors of Schistosoma Mansoni Peroxiredoxins; Schistosoma mansoni thioredoxin glutathione reductase (TGR), Q962Y6; purified TGR, DTNB reduction, TNB absorbance 405 nm; Potency, µM (top dose mostly 114 µM), for inactives: top-dose activity change, negative = inhibition, hits mostly inhibitors; 3% of 360,000 active; AID 485364, 2010; note: potency is the fitted concentration of half-maximal effect; nearly all actives have a fitted effect of over 60% in size
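TGR 20 nM + NADPH 100 uM (dispensed conc.), cpd preinc 15 min RT; start with NADPH (500 uM addition) then DTNB (15 mM addition). Kinetic TNB absorbance, 405 nm filter. Four-parameter Hill fit across titration.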
LmPK inh: qHTS Assay for Inhibitors of Leishmania Mexicana Pyruvate Kinase (LmPK) | 0.37% of 290,000 active | Potency, µM (titrated, usually from 57.5 µM), for inactives: at the highest dose activity change, negative = inhibition, most hits filed as inhibitors | purified LmPK, Kinase-Glo ATP luminescence, 1 h | Q27686; note: potency is the fitted concentration of half-maximal effect
Target sequence (Q27686 whole entry, looked up): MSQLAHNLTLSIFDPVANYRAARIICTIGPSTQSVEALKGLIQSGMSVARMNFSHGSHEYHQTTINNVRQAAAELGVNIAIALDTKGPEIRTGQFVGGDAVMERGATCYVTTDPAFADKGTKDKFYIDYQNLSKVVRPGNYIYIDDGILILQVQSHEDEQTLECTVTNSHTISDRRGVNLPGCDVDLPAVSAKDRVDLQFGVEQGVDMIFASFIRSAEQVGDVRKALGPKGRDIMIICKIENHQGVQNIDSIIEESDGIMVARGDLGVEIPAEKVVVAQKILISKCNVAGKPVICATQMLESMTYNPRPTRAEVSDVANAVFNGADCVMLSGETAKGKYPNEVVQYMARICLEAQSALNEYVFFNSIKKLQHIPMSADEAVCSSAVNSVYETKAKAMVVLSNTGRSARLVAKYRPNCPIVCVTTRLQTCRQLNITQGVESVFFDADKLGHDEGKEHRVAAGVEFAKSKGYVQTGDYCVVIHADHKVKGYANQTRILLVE
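Screened at intermediate enzyme activity to detect both inhibitors and activators: LmPK at 0.1 nM, with a 0.5 nM enzyme column as activation reference. PEP 0.5 mM, ADP 0.1 mM; ATP detected by luminescence after 1 h.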
The depositor's hits bear a star; ? = inconclusive; . = not tested or not shown; [ ] = another dose, or the depositor's remark. Unless noted, calls come from the whole dose curve; as a rule, active = well fitted curve in the direction sought with a large enough effect; inconclusive = small, poorly fitted or top-dose-only effect, or another doubt; inactive = no such curve, though single readings can be large; an effect the other way counts as inactive or inconclusive. Unless noted, % is set by controls: 0 for no effect and ±100 for the full control effect.

SMILES	Tb PYK inh	AMA1 RON2 block	AmpC no deterg	HCMV antiviral	AmpC inh detg	Sm TGR inh	LmPK inh
O=C(NCCc1c[nH]c2ccccc12)/C(=C/c1ccco1)NC(=O)c1ccco1	2%	10%	-20%	8	6%	.	-1%
COCCNC(=O)CCn1c(=O)c2cc(OC)c(OC)cc2n(CC(=O)Nc2ccccc2C)c1=O	2%	.	.	-4	?	-2%	.
Cc1cc(C)cc(C(=O)NCCC(=O)NCc2cc(=O)n(C)c(=O)n2C)c1	2%	-2%	-10%	22	-5%	4%	1%
C=CC[C@H](CC(=O)NCCO)C(=O)N[C@@H](COC(=O)[C@H](CC=C)CC(=O)OC(C)(C)C)Cc1ccccc1	-2%	3%	298%[activator]	-1	.	.	.
Cc1cccc(N2CCN(C(=O)c3ccc4c(c3)NC(=O)C(CSCc3cccc(F)c3)N4)CC2)c1C (stereo not given)	.	.	?	.	-8%	-21%	5%
CCC(C)c1ccc(NC(=O)NCCN2CCCCC2)cc1 (stereo not given)	-8%	-5%	21%	-11	-7%	15%	0%
COc1cc([N+](=O)[O-])ccc1NC(=O)CN1CCN(C(=O)c2ccco2)CC1	5%	-14%	23%	-10	-5%	-6%[57.1 µM]	-6%
CCC(CC)C(=O)Nc1ccccc1C(=O)OCc1cc(=O)n2nc(C3CCCCC3)sc2n1	-5%	.	.	0	-6%	-5%	.
COC(=O)c1ccc(OC(=O)CS(=O)c2ccccc2[N+](=O)[O-])cc1 (stereo not given)	7%	3%	-18%	10	2%	22µM*	-4%
CC(C)C(=O)N(c1ccc2oc(=O)sc2c1)S(=O)(=O)c1ccccc1	-9%	-1%	-33%	34	-1%	1%	-3%
N#C/C(=C1/CCCN1)c1ccccn1	4%	1%	-4%	4	2%	0%	5%
CSCCC(NS(=O)(=O)c1ccc(C)cc1)C(=O)N(C)CC(=O)Nc1ccccc1Br (stereo not given)	-10%	6%	.	-11	.	.	.
CC(C)Oc1ccc(CCC(=O)N/N=C/c2ccncc2)cc1	3%	37%[activator]	0%	-6	3%	6%	-8%
COC(=O)c1c(NC(=O)C(=O)NCCCN2CCOCC2)sc2c1CCCC2	2%	19%	-3%	12	?	4%	-5%
CN(C)c1ccc(NC(=O)CSC2=Nc3ccccc3C3=NC(CC(=O)NCc4ccc5c(c4)OCO5)C(=O)N23)cc1 (stereo not given)	-3%	.	.	68	-1%	-12%	.
CCN1CCN(c2ccc(S(=O)(=O)N3CCOCC3)cc2NC(=O)c2ccc(C)c(C)c2)CC1	2%	-11%	-7%	-13	-13%	3%	.
COc1ccc(CNC(=O)C2CCN(Cc3nc(-c4ccc(Cl)cc4)oc3C)CC2)cc1	2%	.	.	21	-2%	-1%	.
COC(=O)C1=C(C)NC(=O)NC1/C=C/c1ccccc1 (stereo not given)	4%	-8%	-14%	-10	3%	-1%	-3%
COc1ccccc1C(=O)NCCC(=O)NCCCSc1ccccc1	-1%	6%	1%	-1	?	0%	.
O=c1[nH]c2cccnc2n1-c1ccc([N+](=O)[O-])cc1	3%	0%	-32%	?	-8%	-2%	-3%
Clc1ccc(CN2C3=NCCCN3c3ccccc32)c(Cl)c1	1%	-3%	8%	.	-3%	-7%	0%
O=C(NC(=S)N1CCCc2ccccc21)c1ccccc1	-13%	-19%	-18%	289	0%	?	4%
COc1ccc(NC(=O)COc2ccc(/C=C/c3cccc[n+]3C)cc2OC)cc1	-12%	-1%	-4%	-29	5%	2%	-5%
Cc1ccccc1NC(=O)CSc1nc2ccc(NC(=O)COc3ccccc3F)cc2s1	1%	.	.	-26	19%	1%	.
Cc1cccc(-n2nc3c(c2NC(=O)CCC2CCCCC2)CS(=O)C3)c1C (stereo not given)	-3%	-1%	100%[activator]	-13	-8%	-3%	4%

Some of the entries above, set out differently.
Cc1cccc(N2CCN(C(=O)c3ccc4c(c3)NC(=O)C(CSCc3cccc(F)c3)N4)CC2)c1C (stereo not given)
  Tb PYK inh = .
  AMA1 RON2 block = .
  AmpC no deterg = ?
  HCMV antiviral = .
  AmpC inh detg = -8%
  Sm TGR inh = -21%
  LmPK inh = 5%

CCC(C)c1ccc(NC(=O)NCCN2CCCCC2)cc1 (stereo not given)
  Tb PYK inh = -8%
  AMA1 RON2 block = -5%
  AmpC no deterg = 21%
  HCMV antiviral = -11
  AmpC inh detg = -7%
  Sm TGR inh = 15%
  LmPK inh = 0%

Compound profiles (already shown). Order of values: Tb PYK inh | AMA1 RON2 block | AmpC no deterg | HCMV antiviral | AmpC inh detg | Sm TGR inh | LmPK inh
N#C/C(=C1/CCCN1)c1ccccn1 is entered as 4% | 1% | -4% | 4 | 2% | 0% | 5%
Cc1cc(C)cc(C(=O)NCCC(=O)NCc2cc(=O)n(C)c(=O)n2C)c1 is entered as 2% | -2% | -10% | 22 | -5% | 4% | 1%
COc1ccc(NC(=O)COc2ccc(/C=C/c3cccc[n+]3C)cc2OC)cc1 is entered as -12% | -1% | -4% | -29 | 5% | 2% | -5%
CCN1CCN(c2ccc(S(=O)(=O)N3CCOCC3)cc2NC(=O)c2ccc(C)c(C)c2)CC1 is entered as 2% | -11% | -7% | -13 | -13% | 3% | .
COc1ccc(CNC(=O)C2CCN(Cc3nc(-c4ccc(Cl)cc4)oc3C)CC2)cc1 is entered as 2% | . | . | 21 | -2% | -1% | .

Structures above that contain an aryl thioether with sulfur outside any ring, in the order listed:
SMILES	Tb PYK inh	AMA1 RON2 block	AmpC no deterg	HCMV antiviral	AmpC inh detg	Sm TGR inh	LmPK inh
COc1ccccc1C(=O)NCCC(=O)NCCCSc1ccccc1	-1%	6%	1%	-1	?	0%	.
Cc1ccccc1NC(=O)CSc1nc2ccc(NC(=O)COc3ccccc3F)cc2s1	1%	.	.	-26	19%	1%	.

Next compounds follow.
SMILES	Tb PYK inh	AMA1 RON2 block	AmpC no deterg	HCMV antiviral	AmpC inh detg	Sm TGR inh	LmPK inh
COc1ccc(C[C@H]2CN3C(=NC[C@@H]3C(C)C)N2CCNC(=O)c2ccc(C)c(Br)c2)cc1	6%	-17%	41%	.	5%	?	0%
CN1C(=O)C(CC(=O)Nc2ccccc2F)N(NC(=O)c2ccc(Br)cc2)C1=S (stereo not given)	5%	49%[activator]	-31%	0	-13%	17%	6%
O=S(=O)(c1ccc(S(=O)(=O)N2CCN(C3CCCCC3)CC2)cc1)N1CCCCCC1	4%	0%	-8%	8	-10%	1%	4%
Cc1cc(CNCCN(C)C)c(C)n1-c1cc(S(=O)(=O)N2CCOCC2)ccc1N1CCCC1	-9%	4%	.	67	.	.	.
CCNc1ccccc(-c2ccc3ccccc3n2)c1=O	1%	4%	-23%	48	-5%	-36%	-3%
Cc1ccc2[nH]c(=O)c(CN(CCc3ccccc3)Cc3nnnn3CC3CCCO3)cc2c1 (stereo not given)	-3%	-10%	32%	-14	-9%	-34%	-3%
COC(=O)c1ccc(NC(=O)COc2ccc(S(=O)(=O)NC(C)C)cc2)cc1	-7%	-8%	-54%	54	-10%	-11%	3%
CCOC(=O)N1CCN(c2ccc(O)cc2)CC1	-16%	1%	-11%	?	-9%	-16%	-8%
O=C(CSc1ccc(-c2ccccc2)nn1)c1cccs1	-13%	2%	-34%	-15	-3%	14%	-2%
COC(=O)c1ccsc1NC(=O)c1cccc(OC)c1	-4%	32%[activator]	-23%	-21	-1%	-17%	0%
CC1CCN(C(=O)c2cc3nc(C4CC4)cc(C(F)(F)F)n3n2)CC1	-1%	8%	21%	-31	4%	25%	3%
CC(=O)c1cc(-c2ccccc2)n(CC(=O)NCc2ccccc2C)c1C	1%	.	.	7	1%	1%	.
O=C(Nc1ccc2nc(-c3cccnc3)[nH]c2c1)C1CCCCC1	-2%	-1%	-30%	19	-6%	-7%	1%
CC1=CCC(C(=O)O)C(C(=O)Nc2ccc(-c3nc4ccc(C)cc4s3)cc2)C1 (stereo not given)	-3%	-12%	-24%	-38	-8%	-8%	0%
NS(=O)(=O)c1ccc(NC(=O)CN2CCN(Cc3ccccc3)CC2)cc1	-7%	11%	-13%	34	?	-36%	-5%
Brc1ccc2ncnc(NCc3ccco3)c2c1	-4%	6%	-29%	-87*	-4%	?	7%
NC(=O)CC(NC(=O)Cc1ccc(Br)cc1)c1ccc(N2CCC(Br)CC2)c([N+](=O)[O-])c1 (stereo not given)	0%	0%	-3%	-4	5%	9%	-1%
Cn1c(=O)c2c(nc(Oc3ccc(F)cc3)n2Cc2ccc(F)cc2)n(C)c1=O	2%	.	.	-2	6%	20%	.
Cc1ccc(S(=O)(=O)N2CCN(Cc3nc4ccccc4n3C)CC2)cc1	3%	1%	76%[activator]	-29	3%	?	10%
COc1ccc(C(C)=O)cc1COC(=O)[C@H](Cc1ccccc1)NC(=O)c1ccco1	1%	-7%	-14%	-14	.	.	.
Cc1ccc(/C=C2/SC(=S)N(CCC(=O)N3CCOCC3)C2=O)cc1	-5%	-2%	-5%	-23	-10%	12%	7%

Rows were taken by chance; about 7.4% have a hit in one of these screens.
